Screening data deposited in PubChem BioAssay by several laboratories.
DUSP3 inh – inhibitors of human VHR1 phosphatase (DUSP3). recombinant VHR phosphatase, pNPP absorbance. inhibition, % at 13.3 µM. P51452. 290,000 tested, 0.52% active. AID 1654; in the data active = inhibition above about 50%; also: some compounds called inactive have numbers as strong as hits
Target sequence (P51452 whole entry, looked up): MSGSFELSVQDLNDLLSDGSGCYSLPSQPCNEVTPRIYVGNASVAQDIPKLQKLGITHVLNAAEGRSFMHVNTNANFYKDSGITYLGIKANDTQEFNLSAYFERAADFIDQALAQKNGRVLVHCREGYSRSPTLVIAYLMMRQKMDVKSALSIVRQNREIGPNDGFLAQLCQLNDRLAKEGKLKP
Y pestis TopoI – inhibitors of Yersinia pestis topoisomerase I. Y. pestis Topo-I cleavage product accumulation, plate reader. activity, % at 10 µM. 360,000 tested, 0.064% active; in the data active = activity above about 50%, passing the limit was not always enough; also: inactives centre near 2
Rv3671c inh – inhibitors of M. tuberculosis serine protease Rv3671c. P9WHR9. inhibition, % at 5.96 µM. 320,000 tested, 0.048% active. AID 2606; in the data active = inhibition above about 38%;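 also: extracellular domain of Rv3671c used as enzyme; 0% = enzyme with DMSO and 100% = no enzyme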
Target sequence (P9WHR9 whole entry, looked up, the tested form may be a part): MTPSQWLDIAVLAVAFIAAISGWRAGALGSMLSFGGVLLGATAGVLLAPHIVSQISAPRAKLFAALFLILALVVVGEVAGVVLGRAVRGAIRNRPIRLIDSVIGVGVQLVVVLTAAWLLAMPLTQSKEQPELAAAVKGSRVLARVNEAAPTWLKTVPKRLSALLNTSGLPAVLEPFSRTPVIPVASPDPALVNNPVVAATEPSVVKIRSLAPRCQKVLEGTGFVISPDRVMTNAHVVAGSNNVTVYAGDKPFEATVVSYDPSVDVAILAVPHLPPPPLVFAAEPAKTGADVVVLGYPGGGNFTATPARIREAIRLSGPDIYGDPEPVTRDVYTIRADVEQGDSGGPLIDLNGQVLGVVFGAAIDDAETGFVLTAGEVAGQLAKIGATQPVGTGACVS
CCHF vOTU inh – CCHFV vOTU protease inhibition; AID 651958; inhibition, % at 11.5 µM; 370,000 tested, 0.55% active; Pep-AMC fluorescence; in the data active = inhibition above about 30%; also: 0% = vehicle wells with enzyme and 100% = no enzyme wells
SSB-PriA inh – blocks PriA binding to SSB C-terminal tail | AlphaScreen SSBct-PriA binding, biotinylated peptide | inhibition, % at 33 µM | 430,000 tested, 0.6% active | AID 1272365; in the data active = inhibition mostly above about 37%, no sharp cut-off; inactive = mostly below about 20%;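 also: plate controls were negative control peptide for no effect and reference peptide for full effect; strong numbers were not always called active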
PrPC surface inh – inhibitors of human cell surface prion protein PrPC; P04156; TR-FRET read-out; inhibition, % at 13.8 µM; 370,000 tested, 0.43% active; AID 720596; in the data active = inhibition above about 24%; also: 0% = median of the test wells and 100% = reference compound wells
MazEF act – MazEF (E. coli) toxin RNase activation; FAM/BHQ RNA-DNA oligo cleavage fluorescence, 5 h; 350,000 tested, 0.32% active; P0AE70; activation, % at 20 µM; in the data active = activation above about 50%
Target sequence (P0AE70 whole entry, looked up): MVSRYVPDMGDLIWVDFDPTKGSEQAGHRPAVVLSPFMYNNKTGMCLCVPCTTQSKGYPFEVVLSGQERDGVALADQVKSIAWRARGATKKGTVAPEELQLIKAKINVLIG
BH1578 lux ind – inducers of Vibrio cholerae quorum light production without autoinducers; V. cholerae BH1578 lux reporter, luminescence, 6 h; activation, % at 18.7 µM; 350,000 tested, 0.16% active; AID 588436; in the data active = activation mostly above about 9.7%, no sharp cut-off; also: not every result past the cut was called active; inactives centre near 0; reference of the scale not given here
3CLpro inhibitor – SARS-CoV 3CLpro protease inhibition; P0C6X7; inhibition, % at 6 µM; AID 1706; recombinant SARS-CoV 3CLpro, quenched FRET peptide cleavage; 290,000 tested, 0.14% active; in the data active = inhibition above about 12%
TcdB inh – blocks C. difficile toxin B glycohydrolase activity. TcdB glycohydrolase enzymatic assay, plate reader. AID 652162. inhibition, % at 9.99 µM. P18177. 350,000 tested, 0.24% active; in the data active = inhibition above about 10%
Numbers without * were called inactive; i = inactive; / = not tested or not shown; & = joins results of further samples. The list is partial, so the mix of outcomes need not match the whole.

1) C=CCn1c(Cc2csc(N)n2)nnc1SCC(=O)Nc1ccc(C(=O)OCC)cc1
2) COc1ccc(CC(=O)Nc2ccccc2N2CCCC2)cc1OC
3) O=C(NC(=S)Nc1ccc(O)cc1)c1cncc(Br)c1
4) O=C(CCn1c(=O)sc2ccccc21)NCCN1CCOCC1
5) CN(Cc1cnn(C)c1)C(=O)CC1C(=O)NCCN1Cc1cccc(Oc2ccccc2)c1 (stereo unspecified)
6) O=C(C1CCC1)N1CCc2cc(S(=O)(=O)N3CCCCC3)ccc21
7) O=C(CC1C(=O)NCCN1Cc1cccc(C(F)(F)F)c1)NC1CCOCC1 (stereo unspecified)
8) COc1ccc(CCNc2oc(-c3ccc(OC)c(OC)c3)nc2P(=O)(OC)OC)cc1OC

Compound,1,2,3,4,5,6,7,8
DUSP3 inh,6,19,/,/,4,-2,11,-6
Y pestis TopoI,15,1,0,5,17,-1,7,5
Rv3671c inh,4,4,4,-3,0,6,/,12
CCHF vOTU inh,-4,9,10,5,-9,-1,1,-85
SSB-PriA inh,25,-3,-2,2,4,1,-18,9
PrPC surface inh,3,8,-10,-7,7,9,1,9
MazEF act,-2,7,2,8,8,5,-7,0
BH1578 lux ind,-0.3,-0.5,-0.9,0.2,i,-0.7,-0.2,i
3CLpro inhibitor,0,-4,/,-4,1,2,-2,-2
TcdB inh,/,0.9,15*,-1.7,-0.2,-0.7,1.3,/

9) Cc1ccc(NC(=O)c2cccc(NC(=O)CCC(=O)O)c2)cc1C
10) CCn1nnc2cc(C(=O)Nc3cc(Cl)ccc3C)ccc21
11) Cc1ccc(NC(=O)CSCC(=O)OCc2cc(=O)oc3cc(O)ccc23)c(C)c1
12) COc1ccc2[nH]c(=O)c(CN(Cc3ccccc3)Cc3nnnn3CC3CCCO3)cc2c1 (stereo unspecified)
13) CN(Cc1ccccc1)C(=O)CN1CCN(C(c2ccccc2)c2ccccc2)CC1
14) O=C(N/N=C/c1ccc(N2CCOCC2)s1)c1ccccc1Br
15) Cn1cnnc1SC1c2cccc3cccc(c23)C1NS(=O)(=O)c1ccccc1 (stereo unspecified)
16) COc1cccc(/C=N/NC(=O)c2cc(-c3ccccn3)nc3ccccc23)c1O

Compound,9,10,11,12,13,14,15,16
DUSP3 inh,14,/,/,38,17,9,15,/
Y pestis TopoI,-6,6,6,2,24,-3,7,14
Rv3671c inh,6,-21,-7,-5,11,-7,-5,-7
CCHF vOTU inh,4,6,-62,-16,3,-4,-4,14
SSB-PriA inh,-8,-23,-16,-6,10,/,15,/
PrPC surface inh,0,-2,2,3,2,1,3,-10
MazEF act,5,5,-11,-3,7,10,-4,2
BH1578 lux ind,-0.1,0.2,-14,i,-1.1,i,3.7,-3.2
3CLpro inhibitor,5,/,/,1,-4,-2,2,/
TcdB inh,0.1,-0.3,1.6,/,-1.3,-0.5,/,-0.2

17) COC(=O)c1ccc(CSc2nnc(-c3ccncc3)o2)cc1
18) COc1cc(OC)cc(C(=O)NCCC(c2ccccc2)c2ccccc2)c1
19) CC(C)Sc1cc(N2CCCC2)nc(-c2ccc(F)cc2)n1
20) CCc1c(C)sc(NC(=O)C2CC2c2ccccc2)c1C(N)=O (stereo unspecified)
21) CCOc1ccc(C(C)=O)cc1CC(C(N)=O)C(N)=O
22) CC(=O)CSc1nnc(-c2ccc(S(=O)(=O)N3CCOCC3)cc2)n1C
23) COCCN(C(=O)c1csnn1)C(C(=O)NC1CCCC1)c1ccccc1F (stereo unspecified)
24) Cn1ncc(Cl)c1C(=O)N1CCN(S(=O)(=O)c2ccc(Cl)s2)CC1

Compound,17,18,19,20,21,22,23,24
DUSP3 inh,21,27,20,27,29,-14,5,21
Y pestis TopoI,-3,33,-7,9,0,-4,5,11
Rv3671c inh,-1,-34,-11,10,4,2,0,7
CCHF vOTU inh,18,9,-14,4,4,-10,2,-5
SSB-PriA inh,-10&6,1,-17,-9,4,1,-13,-5
PrPC surface inh,6,4,5,4,-2,12,1,2
MazEF act,-19,-6,0,6,4,3,2,1
BH1578 lux ind,0.6,i,i,-0.4,-0.2,-0.3,-0.1,-0.2
3CLpro inhibitor,-1,0,-3,-3,-3,-1,0,-1
TcdB inh,0.9,0.3,/,/,/,-1.0,-1.6,0.5

25) C#CC(C)OCC1CNC(=S)O1 (stereo unspecified)
26) O=C(Cc1ccc([N+](=O)[O-])cc1)N1CCN(Cc2ccc3c(c2)OCO3)CC1
27) COc1cc([N+](=O)[O-])cc(CN2CCCCC2)c1O
28) O=S(=O)(Nc1cccc(-c2ccc(N3CCCCCC3)nn2)c1)c1cccc(F)c1
29) Cc1nc2ccccc2c(=O)n1CCc1ccc(O)cc1
30) Cc1cc2oc(=O)cc(CN3CCCc4ccccc43)c2cc1C
31) COCc1cc(C)nc(Nc2ccccc2OC)c1C#N
32) COc1cc2c(cc1OC)CN(C(=O)c1cc3ccccc3oc1=O)CC2

Compound,25,26,27,28,29,30,31,32
DUSP3 inh,/,13,3,5,40,0,2,28
Y pestis TopoI,-1,2,-3,21,3,7,-3,-5
Rv3671c inh,/,5,2,-72,-3,5,4,6
CCHF vOTU inh,0,1,-8,5,12,10,17,9
SSB-PriA inh,/,-4,-14,1,-3,-19,-24,0
PrPC surface inh,4,-3,-7,9,-4,-7,-12,-1
MazEF act,12,8,-4,2,6,-8,8,2
BH1578 lux ind,-1.4,-0.1,-0.5,i,-0.1,i,i,i
3CLpro inhibitor,/,-4,-8,-1,-5,0,2,-9
TcdB inh,1.6,0.3,2.4,0.6,2.1,/,2.1,/

33) CN1CCN(C(=O)C2CCCN(S(=O)(=O)c3ccc(Cl)cc3)C2)CC1 (stereo unspecified)
34) Cc1cnc(C(=O)OC(C)C(=O)Nc2cccc3ccccc23)cn1 (stereo unspecified)
35) Cc1ccc(SCCC(=O)Nc2cc(C)on2)cc1
36) CN(C(=O)COC(=O)c1ccccc1NCCO)C1CCS(=O)(=O)C1 (stereo unspecified)
37) O=C(NCC1CC1(Cl)Cl)Nc1ccc(Cl)c(Cl)c1 (stereo unspecified)
38) CCCn1nnnc1NC(=O)c1cccs1
39) CCn1c2ccc(C)cc2c2nnc(NN)nc21
40) COC(=O)/C(C(C)=O)=C(/C=C/C=C/N(C)C)N(C)C

Compound,33,34,35,36,37,38,39,40
DUSP3 inh,26,/,6,/,38,17,-13,10
Y pestis TopoI,-1,-5,3,0,1,1,-3,4
Rv3671c inh,5,-5,-3,-1,-32,4,-16,12
CCHF vOTU inh,0,12,-3,-124,6,-5,4,-7
SSB-PriA inh,5,2,-10,-2,-46,-7,-4,-9
PrPC surface inh,-2,2,-5,-4,13,2,-14,50*
MazEF act,0,-12,7,-4,17,2,0,-3
BH1578 lux ind,i,i,-0.5,i,-0.5,-0.3,0.4,i
3CLpro inhibitor,-4,/,2,/,-3,-1,-2,0
TcdB inh,0.3,-0.2,1.1,0.2,1.1,/,/,1.8

41) Cc1ccc(C)c2[nH]c(=O)c(CN(CCN3CCCC3)C(=O)Nc3cccc(Cl)c3)cc12
42) C=C1CCN(C(C)C(=O)OC)S(=O)(=O)c2ccccc21 (stereo unspecified)
43) CCNC(=O)c1ccc(C23CC4CC(CC(C4)C2)C3)o1
44) Cc1cc(Cl)cc(Cl)c1CNc1c([N+](=O)[O-])c(=O)oc2ccccc12
45) CSc1nnc(N2C(=O)C(O)=C(C(=O)c3ccco3)C2c2ccccc2)s1 (stereo unspecified)
46) O=S(=O)(N/N=C1\CCCc2ccccc21)c1ccccc1
47) COc1cc(NC(=S)NC(=O)c2cccs2)ccc1NC(=O)C(C)C
48) Cc1ccc(-n2ncc3c(=O)n(CC#N)cnc32)cc1

Compound,41,42,43,44,45,46,47,48
DUSP3 inh,-4,22,12,7,-4,/,-19,15
Y pestis TopoI,3,4,8,6,8,-4,6,4
Rv3671c inh,-4,-8,-2,-5,1,2,2,2
CCHF vOTU inh,-4,-2,-12,-7,16,1,-3,-5
SSB-PriA inh,1,1,-6,-16,5,/,16,2
PrPC surface inh,-13,-9,-3,-5,4,2,1,-1
MazEF act,-23,10,-6,5,54*,0,2,-2
BH1578 lux ind,i,-0.6,-0.3,-0.2,-6.2,5.0,i,-0.2
3CLpro inhibitor,1,/,4,5,-5,/,2,-4
TcdB inh,/,-0.8,1.9,0.0,0.1,-0.8,1.1,/

49) CCCCn1c(SCC(=O)N(C)C)nnc1-c1ccncc1
50) CCCCN1C(=O)C(=O)NC[C@@H]1C(C)O (stereo partly specified)
51) COc1cc(-n2c(=O)c3ccccc3n(Cc3ccccc3)c2=O)cc(OC)c1OC
52) O=C(NC1CCCCC1)C(c1ccco1)N(CCc1ccccc1)C(=O)C(F)(F)F (stereo unspecified)
53) O=C(O)/C=C/S(=O)(=O)c1ccc2ccccc2c1
54) CCn1c2ccccc2c2cc(C3C(C#N)=C(N)Oc4n[nH]c(COC)c43)ccc21 (stereo unspecified)
55) CCOC(=O)CC1(NC(=O)C2CCC(=O)N(CCc3ccc(OC)cc3)C2)CCCCC1 (stereo unspecified)
56) Cc1c(N2C(=O)CSC2c2ccc(F)cc2)c(=O)n(-c2ccccc2)n1C (stereo unspecified)

Compound,49,50,51,52,53,54,55,56
DUSP3 inh,2,15,-16,38,10,-16,-7,29
Y pestis TopoI,2,6,1,-7,12,-7,18,1
Rv3671c inh,0,0,-2,-4,7,-5,0,8
CCHF vOTU inh,13,6,-29,-5,-6,-3,2,6
SSB-PriA inh,-15,-23,-5,-4,13,-6,1,-7
PrPC surface inh,-3,5,0,8,-1,-2,7,-2
MazEF act,4,-1,-5,-7,9,-3,6,-12
BH1578 lux ind,-0.3,-0.3,-0.3,-0.1,-0.4,-1.9,-0.2,-0.6
3CLpro inhibitor,5,/,0,0,4,4,-2,1
TcdB inh,1.5,-0.2,/,/,1.4,/,-6.4,1.8

57) CCOc1ccc(CNc2nc3ccccc3n2C)cc1
58) Cc1cccc(C)c1NC(=O)CN1N=NC2C(=O)N(c3cccc(Cl)c3)C(=O)C21 (stereo unspecified)
59) COc1ccc(Cn2c(O)c(C=Nc3ccc(OC)cc3)c3ccccc3c2=O)cc1
60) CSc1nnc(C2CCCN(CC(=O)Nc3ccccc3N3CCOCC3)C2)n1C(C)C (stereo unspecified)

Compound,57,58,59,60
DUSP3 inh,19,-1,-1,22
Y pestis TopoI,-8,-4,2,15
Rv3671c inh,7,-19,2,-8
CCHF vOTU inh,2,0,12,-12
SSB-PriA inh,4,-7,-8,-11
PrPC surface inh,-7,3,1,2
MazEF act,3,1,-7,3
BH1578 lux ind,i,-0.3,-0.6,i
3CLpro inhibitor,7,0,3,-4
TcdB inh,2.0,-1.0,/,1.3
